# aSyn tox rescue – qHTS of alpha-syn Inhibitors: NCGC Sytravon Library Screen | Potency, µM (top dose mostly 46.1 µM), for inactives: at the highest dose growth rescue (activation), hits mostly activators | 94,000 tested, 0.02% active | S. cerevisiae alpha-synuclein toxicity rescue, BacTiter-Glo growth, 24 h; active = well fitted activation curve with a large enough effect; note: 0% is about no effect
#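 Growth restoration measured by BacTiter-Glo luminescence after 24 hr at 30 deg C; alpha-synuclein yeast, raffinose-pregrown to mid-log, were added at OD600=0.02 in galactose medium onto pinned compounds.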
# * = called active by the depositor; [ ] = dose if it differs, or a comment. Potency is the fitted concentration of half-maximal effect. Some of the compounds tested; the hit share may differ from the screen's.
SMILES,aSyn tox rescue
CC1Cc2ccccc2N1C(=O)Cn1cc(C(F)(F)F)ccc1=O (stereo unspecified),-6%
CC1=NN(c2ccc(Cl)c(C(=O)O)c2)C(=O)/C1=C/c1ccc(-c2ccccc2[N+](=O)[O-])o1,-4%
CC(=O)Nc1cccc(-c2nc(-c3ccccc3)no2)c1,-25%
COc1ccc(NC(=O)c2oc3ccccc3c2NC(=O)Cc2coc3c(C)c(C)ccc23)cc1,6%
CCc1ccc(S(=O)(=O)NCCc2cn3ccsc3n2)s1,2%
CCOC(=O)c1ccc2c(c1)n(CC)c(C)[n+]2CC,4%
O=C(CCc1ccccc1)NCCS(=O)(=O)N1CCN(c2ccccc2)CC1,8%
COc1cc(C2NC(=S)NC3=C2C(=O)CCC3)ccc1O (stereo unspecified),-4%
CC1=NN(c2nc3ccccc3[nH]2)C(=O)C1Cc1ccccc1 (stereo unspecified),-38%[inhibitor]
COC(=O)c1ccccc1NC(=O)c1ccc(-c2nc(COc3ccccc3)c(C)o2)cc1,-6%
CC(=O)Nc1ccc(NC(=O)CSc2nnc(-c3cccs3)n2N)cc1,-9%
C[C@@H]1Cn2cnc(C(=O)NCC(=O)OC(C)(C)C)c2C(=O)N1,1%
CCc1ccccc1NC(=O)N1CCC2(CC1)Oc1ccccc1C(=O)N2Cc1ccccc1F,-7%
Cc1ccccc1CNC(=O)c1ccc2[nH]c(C)c(C)c2c1,2%
O=C(CN1C(=O)NC2(CCCc3ccccc32)C1=O)NC1CCCCC1 (stereo unspecified),-12%
CC(C)OCCCNC(=O)c1ccc2c(=O)n(CCc3ccccc3)c(=O)[nH]c2c1,-2%
COC(=O)c1cc2oc3ccccc3c2n1Cc1nc(-c2ccc(Cl)cc2)oc1C,-8%
O=C(COc1ccccc1F)Nc1ccc2nc(SCC(=O)N3CCOCC3)sc2c1,-3%
Cc1cc(C)c(NC(=O)CCC(=O)N2Cc3ccccc3Oc3ncccc32)c(C)c1,-4%
O=C(CCNC(=O)c1ccc([N+](=O)[O-])cc1)Nc1ccccc1N1CCCCC1,1%
O=C(Nc1cc(S(=O)(=O)N2CCOCC2)ccc1Cl)C1CCC1,-4%
CN1CCN(S(=O)(=O)c2ccc(Oc3ccc(F)cc3Br)nc2)CC1,4%
CC(=O)NCCc1ccc(C(=O)Cn2cnc3ccccc3c2=O)cc1,-1%
CCOc1ccccc1CNC(=O)c1cnc2sc(N(CC)CC)nn2c1=O,-5%
O=C(Cc1ccccc1F)NC1CCCc2ccccc21 (stereo unspecified),-4%
CC(=O)NN1C(=O)/C(=C2/Sc3ccccc3N2C)SC1=S,4%
CC1CCCCN1C(=O)COC(=O)CNC(=O)c1ccc(Cl)cc1Cl (stereo unspecified),6%
O=C1CC(N2CCN(c3ccc(F)cc3)CC2)C(=O)N1c1ccccc1 (stereo unspecified),-7%
CCC(Oc1ccccc1)C(=O)OCC(=O)Nc1c(C)nn(-c2ccccc2)c1C (stereo unspecified),1%
C[C@H](CO)N1C[C@H](C)[C@H](CN(C)S(=O)(=O)c2ccc(-n3cccn3)cc2)OCc2cnnn2CCCC1=O,10%

# Some of these compounds in order of SMILES length, rising:
SMILES,aSyn tox rescue
O=C(Cc1ccccc1F)NC1CCCc2ccccc21 (stereo unspecified),-4%
CC(=O)NN1C(=O)/C(=C2/Sc3ccccc3N2C)SC1=S,4%
O=C(Nc1cc(S(=O)(=O)N2CCOCC2)ccc1Cl)C1CCC1,-4%

# Continued:
SMILES,aSyn tox rescue
COc1cc(OC)c(OC)cc1CNCCNC(=O)c1ccco1,-14%
O=C(CCNS(=O)(=O)c1ccc2c(c1)CCCC(=O)N2)NCc1ccccc1Cl,-6%
CCC1Oc2ccccc2N(CC(=O)N2CCCC2)C1=O (stereo unspecified),3%
O=C(COC(=O)c1ccc(F)cc1Cl)NCc1ccco1,-1%
COc1ccc(-c2c(C)c3cc(OC(=O)N4CCOCC4)ccc3oc2=O)cc1OC,2%
CC(C)Oc1ccc2c(c1)OC(c1ccccc1)(C(F)(F)F)NC2=O (stereo unspecified),-4%
CCOc1ccc(NC(=O)c2cc3c(n(-c4ccc(OC)cc4)c2=O)CC(C)(C)CC3=O)cc1,-9%
COc1ccc(NC(=O)c2c(NCc3ccc(OC)c(OC)c3OC)sc3c2CCC3)c(OC)c1,5%
COc1ccc(Cl)cc1NC(=O)c1sc2nc3c(cc2c1N)CN(C)CC3,-2%
Cc1c(C(=O)Nc2cccc(Cl)c2)oc2ccc(S(=O)(=O)N3CCCCCC3)cc12,2%
N/C(=N\c1nc2ccccc2o1)NC(=O)/C=C/c1ccccc1,-3%
O=C(CCc1nc(CN2CCN(S(=O)(=O)c3ccc(Br)cc3)CC2)no1)N1CCCCC1,-13%
O=C(NCCCN1CCCC1=O)C1CCN(S(=O)(=O)c2c(Cl)cccc2Cl)CC1,-12%
O=C(NC1CCCC1)c1ccc2c(c1)N(Cc1ccccc1)C(=O)c1ccccc1S2,0%
CCOC(=O)c1ccc(NC(=O)C(=O)NCc2ccc(/C=C(/C#N)C(=O)NCCOC)o2)cc1,8%
O=C(NC1CC(=O)N(c2cccc(F)c2)C1)c1ccc(S(=O)(=O)N2CCOCC2)cc1 (stereo unspecified),9%
Oc1ccccc1-c1nc(/C=C/c2ccccc2Cl)no1,-7%
O=C(O)CN1C(=O)/C(=C/c2ccsc2)SC1=S,9%
Cn1c(=O)oc2cc(S(=O)(=O)N3CCCC(C(=O)NCc4ccc(F)cc4)C3)ccc21 (stereo unspecified),4%
Cc1cc(C)c(NC(=O)Cn2c(=O)n(Cc3ccco3)c(=O)c3ccc(C(=O)NC4CCCC4)cc32)c(C)c1,-6%
CCc1cc2c(-c3ccccc3)cc(=O)oc2c2c1OCN(Cc1ccc(C)cc1)C2,-11%
C=Cn1c(C(=O)O)ccc1-c1ccc(CC)cc1,-32%[inhibitor]
CCOC(=O)N1CCc2c(sc(NCc3ccc(N(C)C)cc3)c2C(=O)Nc2ccccc2OCC)C1,-18%
COc1ccc(C(C#N)=Cc2ccc(OC)c(OC)c2)cc1,-13%
O=C(Nc1cnn(Cc2ccc(F)cc2)c1)c1cnn2c(C(F)F)cc(-c3ccccc3)nc12,0%
CCCc1cc(=O)[nH]c(SCC(=O)NCCC2=CCCCC2)n1,4%
O=C(NCCCN1CCN(c2ccccc2F)CC1)c1nnc(Cc2ccc(Cl)cc2Cl)o1,1%
CCC(CC)c1nnc(NC(=O)c2ccc3c(c2)OCO3)s1,-14%
COc1ccc(-n2c(SCC(=O)N3CCN(c4ccccc4)CC3)nc3c(c2=O)SCC3)cc1,5%
Cc1ccc(NS(=O)(=O)c2ccc3[nH]c4c(c3c2)CCCCCC4)cc1,-31%[inhibitor]
COc1ccc(Br)cc1CN(C)C(=O)c1ccccc1SCC(=O)N1CCCC1,-3%
CC(CCc1ccccc1)NC(=S)NC1CCCCC1 (stereo unspecified),-11%
COCCNC(=O)CSc1nc2nn(-c3ccccc3)c(=O)c-2c2n1CCCCC2,-4%
CCOC(=O)c1ccccc1NC(=O)c1sc2ccccc2c1Cl,9%
COc1ccccc1OCCNC(=O)CNC(=O)c1ccc2c(c1)OCO2,3%
C[C@@H]1CN([C@@H](C)CO)C(=O)CCCn2cc(nn2)CO[C@H]1CN(C)S(=O)(=O)c1cn(C)cn1,-6%
CCN(C(=O)Cn1c(=O)oc2cc(S(=O)(=O)N3CCCCC3)ccc21)c1ccccc1,6%
CCOc1cc(NC(=O)c2ccco2)c(OCC)cc1NC(=O)c1ccco1,-10%
Cc1ccc2c(c1)N(C(=O)CCC(=O)NCc1cccnc1)CCO2,-9%
CC(=O)Nc1ccccc1-c1nc2ccccc2n(CC(=O)Nc2cccc(C(F)(F)F)c2)c1=O,3%
N#CC(c1ccccc1)C(CC(=O)c1ccccc1)c1ccccc1 (stereo unspecified),8%
CCc1ccc2oc(-c3ccc(NC(=O)c4cc5ccccc5o4)cc3)nc2c1,3%
Cc1cc(NC(=O)COC(=O)c2ccc(Cl)cc2)no1,2%
O=C(NC1CCCC1)c1cc2nc(-c3ccco3)cc(C(F)(F)F)n2n1,10%
CCc1ccc(NC(=O)c2sc3nc(C)cc(C)c3c2NC(=O)c2ccccc2)cc1,-2%
Cc1onc(-c2ccccc2)c1NC(=O)OC(C)c1cccnc1 (stereo unspecified),-6%
Cc1ccccc1NC(=O)c1c(C)oc2ccc(O)c(CN3CCCCCC3)c12,-4%
CCN(c1ccc(Cl)cc1)S(=O)(=O)c1nnc(NC(=O)c2ccccc2C)s1,-3%
COc1ccccc1CNC(=O)CSc1nnc(C)c2c(C)n(-c3ccccc3)nc12,-2%
COc1cccc(-c2nc(-c3cccs3)no2)c1,-5%

# (listing goes on)
SMILES,aSyn tox rescue
COc1ccc(/C(C)=N/NC(=O)c2nnn(-c3nonc3N)c2-c2ccccc2)cc1,6%
O=C(Nc1cccnc1)c1cccc([N+](=O)[O-])c1,1%
COc1ccc(OC)c(CCNC(=O)C(C)n2c(C)c3cnn(-c4ccccc4)c(=O)c3c2C)c1 (stereo unspecified),-7%
COc1ccc2c(C=O)c[nH]c2c1,-7%
CCOC(=O)c1cc(C)n(CC2CCC(C(=O)Nc3ccc(C)cc3)CC2)c1C (stereo unspecified),-2%
S=c1[nH]c(-c2ccccc2)cn1/N=C/c1ccc(Br)cc1,-3%
Cc1cc(C)cc(NC(=O)Nc2ccc3nc(N4CCN(C)CC4)cc(C)c3c2)c1,-12%
C=CCSc1nc2ccccc2c(=O)n1C1CCOC(C)(C)C1 (stereo unspecified),3%
CCn1c(SCC(=O)N2CCN(c3ccccc3)CC2)nc2c(c1=O)SC(C)C2 (stereo unspecified),-3%
O=S(=O)(c1ccc(-n2cnnn2)cc1)N1CCN(c2cccc(C(F)(F)F)c2)CC1,-3%
CC(C)CC(NC(=O)C1CCC(C)CC1)C(=O)OCC(=O)c1ccc(Cl)cc1 (stereo unspecified),-17%
COc1ccc(NC(=O)CSc2nc3ccccc3nc2Cc2ccc(C)cc2)cc1Cl,-3%
CC(=O)N1CCN(C(=O)CCN(c2ccccc2)S(=O)(=O)c2ccc(C)cc2)CC1,2%
CN(C)c1cccc(C(=O)OCC(=O)N(C)c2ccccc2)c1,10%
O=C(CN(Cc1ccc(F)cc1)C(=O)CNS(=O)(=O)c1ccc(F)cc1)NCc1ccco1,3%
CCOc1ccc(C(=O)Nc2ccc(-n3nncc3-c3ccc(OC)cc3)cc2)cc1,0%
OCC1(CCc2ccccc2)CCN(Cc2cccn2-c2cccnc2)CC1,-5%
O=C(NCCCN1CCN(c2ccc(F)cc2)CC1)C1COc2ccccc2C1 (stereo unspecified),-1%
COc1ccc(NC(=O)C(C)N2Cc3ccccc3C2=O)cc1OC (stereo unspecified),1%
NC(=O)NCC(=O)N1CCC(C(O)(c2ccccc2)c2ccccc2)CC1,7%
O=C(O)CCC(=O)NNC(=O)c1cccs1,-5%
O=C(/C=C/c1ccccc1Cl)OCC(=O)N1CCc2ccccc21,-1%
CC(=O)N1CCC(C(=O)Nc2ccc(S(=O)(=O)N3CCCC(C)C3)cc2)CC1 (stereo unspecified),-9%
O=C(O)CSc1nc2sc3c(c2c(=O)n1-c1ccccc1)CCC3,-9%
OCC[C@@H]1C[C@H](O)[C@@H](O)[C@]2(OCCc3cc(C(F)(F)F)ccc32)O1,-8%
COc1ccc(CN2COc3ccc4c(-c5ccccc5)cc(=O)oc4c3C2)cc1,-7%
COc1ccc(CCNC(=O)C(=O)NCC2OCCN2S(=O)(=O)c2ccc(OC)c(OC)c2)cc1OC (stereo unspecified),2%
C[C@@H]1CN([C@H](C)CO)C(=O)CCCn2nncc2CO[C@H]1CN(C)S(=O)(=O)c1ccccc1F,-5%
COc1ccc(-c2nsc(NC(=O)c3oc4ccc(Cl)cc4c3C)n2)cc1,-1%
COc1ccc(OCCCC(=O)OCC(=O)NNC(=O)c2ccc([N+](=O)[O-])cc2)cc1,7%

# In the list so far, these contain two or more sulfur atoms:
SMILES,aSyn tox rescue
CCc1ccc(S(=O)(=O)NCCc2cn3ccsc3n2)s1,2%
CC(=O)Nc1ccc(NC(=O)CSc2nnc(-c3cccs3)n2N)cc1,-9%
O=C(COc1ccccc1F)Nc1ccc2nc(SCC(=O)N3CCOCC3)sc2c1,-3%
CC(=O)NN1C(=O)/C(=C2/Sc3ccccc3N2C)SC1=S,4%
O=C(O)CN1C(=O)/C(=C/c2ccsc2)SC1=S,9%
COc1ccc(-n2c(SCC(=O)N3CCN(c4ccccc4)CC3)nc3c(c2=O)SCC3)cc1,5%
CCN(c1ccc(Cl)cc1)S(=O)(=O)c1nnc(NC(=O)c2ccccc2C)s1,-3%
CCn1c(SCC(=O)N2CCN(c3ccccc3)CC2)nc2c(c1=O)SC(C)C2 (stereo unspecified),-3%
O=C(O)CSc1nc2sc3c(c2c(=O)n1-c1ccccc1)CCC3,-9%

# The results go on:
SMILES,aSyn tox rescue
Cc1ccc2c(c1)c1c(c(=O)n(-c3ccccc3C)c(=O)n1Cc1ccccc1F)n2C,0%
Cc1cccc(Oc2ccccc2NC(=O)CN2C(=O)NC3(CCCC3)C2=O)c1,5%
Cn1cc(S(=O)(=O)N2CCN(c3ccccc3F)CC2)c(=O)n(C)c1=O,-8%
CCOc1cccc(CNCCCSc2nnnn2C)c1,-2%
COc1ccc(NS(=O)(=O)c2cccc(C(=O)N3CCOCC3)c2)cc1,-3%
CCOc1nc(CC(C)C)c2c(c1C#N)CC(C)(C)OC2,5%
Cc1cccc(C(=O)Nc2ccccc2SCc2cc(=O)c3cccc(C)c3[nH]2)c1,5%
CCCCNC(=O)C1CCCN(S(=O)(=O)CCC)C1 (stereo unspecified),-5%
CCOc1ccc(NC(=O)Cc2ccc(-n3c(C)nc4cccnc43)cc2)cc1,-4%
